Compound activity: PubChem BioAssay, several laboratories
Diaph inh CS – inhibits diaphorase or chemically oxidizes, flagging diaphorase assay artifacts; diaphorase resazurin-to-resorufin fluorescence, NADH, 16 min; bacterial (C. kluyveri) enzyme, not human; inhibition, % at 20 µM; 190,000 tested, 0.69% active; AID 1217;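 active = primary screen inhibition at 20 µM above a set limit, cut at about 50% in these data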;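 note: plate controls were DMSO with full reaction for no effect and wells lacking NADH for full effect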
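Assay system: diaphorase enzyme from Clostridium kluyveri. Quantity: enzyme working solution with 0.14 U/mL diaphorase. Schedule: reaction incubation of 16 min at room temperature. Technique: resorufin fluorescence, excitation 544 nm, emission 590 nm. Controls: No-NADH positive control and DMSO neutral control.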
G6PDH counter – L. mesenteroides G6PDH inhibition counter-screen; Purified L. mesenteroides G6PDH, diaphorase/resazurin coupled fluorescence, 45 min; inhibition, % at 5 µM; 200,000 tested, 0.12% active; in the data active = inhibition above about 50%
FLuc inhib CS – Photinus pyralis luciferase inhibition counter-screen. P08659. ATPLite firefly luciferase biochemical luminescence, 10 min. inhibition, % at 10 µM. 200,000 tested, 1.5% active;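 active = inhibition above about 50% when tested at 10 µM, limit read from the data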
FLuc stim CS – firefly luciferase counter-screen for stimulation assays; 200,000 tested, under 10 active; ATPlite luciferase biochemical, luminescence, 10 min; 0 = ATP-free wells, 1 = DMSO control; activation factor at 10 µM; P08659;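 active = luciferase activation factor, scaled between plate controls, of at least 2 with compound at 10 µM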
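Material: Luciferase/luciferin reagent mix | Doses: Test compounds dosed from 2 mM stocks in 100% DMSO | Timing: 10 min incubation after luciferase reagent addition, room temperature | Measured by: Luminescence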
Diaphorase act – diaphorase activation or chemical reduction counter-screen. Diaphorase/resazurin coupled assay, resorufin fluorescence, 16 min; stronger effect = higher value; 1 = vehicle wells, 0 = NADH-free wells. activation factor at 20 µM. 190,000 tested, 0.005% active. AID 1229;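 active = diaphorase activity raised at least twofold by the compound at 20 µM; inactive = activation factor below 2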
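Material: purified diaphorase enzyme from Clostridium kluyveri; Also added: 0.114 mM NADH and 0.1 mM resazurin, final amounts; Doses: single compound dose of 20 µM, 1% DMSO final; Times: 16 min enzyme reaction, ambient temperature; Detection: resorufin fluorescence, excitation 544 nm, emission 590 nm; Measure: increased resorufin signal from activators or reducing compounds.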
STAT1 act – STAT1 signaling activation; NIH 3T3 STAT1-luciferase reporter, IFN-gamma, luminescence; 100% = IFN-gamma alone, no compound; activation (% of control), % at 5.5 µM; 200,000 tested, 2.6% active; AID 932;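 active = activation above the screen-wide mean activation plus 3 SD, cut at about 130% in these data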;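 note: raw ratio to IFN-gamma control signal so 100% means no change and 0% no light; values of inactives mirror those of a sister screen read the other way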
NF-kB neuron act – compounds increasing NF-kB expression in human neuronal cells | NF-kB reporter expression; stronger effect = higher value | fold change at 12.5 µM | 190,000 tested, 1.6% active | AID 1239; in the data active = fold change above about 3.3
APP 5'UTR act – activates APP 5'UTR luciferase reporter | 190,000 tested, 1% active | activation, % at 2 µM | SH-SY5Y APP 5'UTR luciferase reporter, luminescence; zero percent = DMSO vehicle wells | AID 1276;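 active = activation above a set limit, based on mean plus 3 SD of controls, cut at about 140% in these data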; note: values of inactives mirror those of a sister screen read the other way
APP 5UTR inh – APP translation inhibition; AID 1285; 190,000 tested, 0.82% active; inhibition, % at 2 µM; SH-SY5Y APP 5'UTR-luciferase reporter, luminescence;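 active = inhibition above a set limit, derived from the sample mean plus 3 SD, cut at about 45% in these data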; note: values of inactives mirror those of a sister screen read the other way
TLR4-MyD88 BLA – inhibitors of human TLR4-MyD88 binding. O00206+Q99836. HeLa CL3-4 TLR4/MyD88 BLA complementation, FRET ratio. inhibition, % at 8.4 µM. 200,000 tested, 0.18% active. AID 861; in the data active = inhibition above about 25%;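 note: 0% = vehicle and 100% = reference inhibitor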
Target sequence (O00206 whole entry, looked up): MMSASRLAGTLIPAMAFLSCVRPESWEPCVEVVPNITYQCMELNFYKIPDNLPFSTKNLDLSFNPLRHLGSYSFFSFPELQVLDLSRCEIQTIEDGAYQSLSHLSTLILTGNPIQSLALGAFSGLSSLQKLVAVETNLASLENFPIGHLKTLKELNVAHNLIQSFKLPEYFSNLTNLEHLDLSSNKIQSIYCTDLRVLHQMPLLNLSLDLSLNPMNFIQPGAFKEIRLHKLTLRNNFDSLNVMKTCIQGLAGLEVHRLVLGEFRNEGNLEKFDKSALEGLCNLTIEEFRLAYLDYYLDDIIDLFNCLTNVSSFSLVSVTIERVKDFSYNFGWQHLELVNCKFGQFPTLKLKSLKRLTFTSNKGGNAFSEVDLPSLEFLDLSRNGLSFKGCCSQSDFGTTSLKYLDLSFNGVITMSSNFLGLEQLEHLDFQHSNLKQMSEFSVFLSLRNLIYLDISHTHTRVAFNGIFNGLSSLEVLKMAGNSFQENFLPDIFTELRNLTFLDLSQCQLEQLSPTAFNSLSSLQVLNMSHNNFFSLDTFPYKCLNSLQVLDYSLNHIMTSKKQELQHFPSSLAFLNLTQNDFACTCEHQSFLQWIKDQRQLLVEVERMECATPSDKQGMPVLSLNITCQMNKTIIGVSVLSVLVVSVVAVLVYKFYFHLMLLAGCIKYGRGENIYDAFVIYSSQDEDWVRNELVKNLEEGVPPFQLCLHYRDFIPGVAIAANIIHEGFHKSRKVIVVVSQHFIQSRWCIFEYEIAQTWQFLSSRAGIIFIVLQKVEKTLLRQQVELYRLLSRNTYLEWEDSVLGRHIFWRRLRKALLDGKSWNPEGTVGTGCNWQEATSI
Target sequence (Q99836 whole entry, looked up): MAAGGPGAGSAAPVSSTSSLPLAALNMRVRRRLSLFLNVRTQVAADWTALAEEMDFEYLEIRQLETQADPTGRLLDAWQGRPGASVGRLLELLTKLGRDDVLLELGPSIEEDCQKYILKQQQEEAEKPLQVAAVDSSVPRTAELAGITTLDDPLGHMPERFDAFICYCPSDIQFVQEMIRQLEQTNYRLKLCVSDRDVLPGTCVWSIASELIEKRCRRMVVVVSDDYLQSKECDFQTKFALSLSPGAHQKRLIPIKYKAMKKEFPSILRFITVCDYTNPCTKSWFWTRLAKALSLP
* marks the source's active call; other numbers are inactive results; x = no result given.

SMILES	Diaph inh CS	G6PDH counter	FLuc inhib CS	FLuc stim CS	Diaphorase act	STAT1 act	NF-kB neuron act	APP 5'UTR act	APP 5UTR inh	TLR4-MyD88 BLA
COC(=O)c1cc(OC)c(OC)cc1-n1cnc2cc(OC)c(OC)cc2c1=O	-3	1	-1	1	1	103	1	-11	11	-8
CCOc1cc(S(=O)(=O)Nc2ccc(Cl)cn2)ccc1F	6	0	-5	1.1	0.9	102	1.2	1	-1	-1
Cc1nc2[nH]c(=S)n(C)c(=O)c2nc1C	3	8	-9	1.1	1	94	1.3	4	-4	2
Cn1nc([N+](=O)[O-])nc1N1CCN(c2ccc(F)cc2)CC1	10	8	-10	1.1	0.9	101	1.1	-8	8	-3
CN(C)c1cccc(C(=O)OCC(=O)Nc2nccs2)c1	11	-5	8	0.9	0.9	108	1.3	5	-5	-7
CCn1ncc(Br)c1C(=O)Nc1cc(C(=O)OC)ccc1C(=O)OC	8	-3	0	1	0.9	99	1.8	-20	20	4
Cc1cc(C)nc(SCC(=O)Nc2cccc(S(=O)(=O)N(C)C)c2)n1	11	1	4	1	0.9	83	1.3	5	-5	-2
O=C(NCCN1CCN(C(=O)Nc2ccccc2)CC1)Nc1ccccc1	0	6	-8	1.1	1	102	1.3	-11	11	6
CCOC(=O)COc1ccc2c(c1)C(=O)CC(C)(c1cccnc1)O2 (stereo unspecified)	-7	4	-3	1	1.1	102	1.1	4	-4	0
O=C1CC(N2CCN(c3ccc(C(=O)c4ccc(F)cc4)cc3)CC2)C(=O)N1 (stereo unspecified)	3	-2	-5	1	1	100	1.1	-2	2	-7
COC(=O)c1sc(C(=O)OC)c(C(=O)OC)c1C(=O)OC	8	-2	-5	1	0.9	93	1.5	-11	11	-6
Cc1ccccc1NC(=O)/C(=C/c1ccccc1)c1ccccc1	12	4	-2	1	0.9	106	1.1	-9	9	11
O=C(Nc1ccc(-n2ccnc2P(=O)(O)c2ccccc2)cc1)c1ccccc1Cl	8	-3	-10	1.1	0.9	103	1.1	0	0	13
COc1cc2c3c(c1)C1(C(=O)N3C(C)(C)C=C2C)C(C#N)=C(N)Oc2cc(C)oc(=O)c21 (stereo unspecified)	24	10	-2	1	0.8	89	0.85	-7	8	3
COc1cccc(CC2(CO)CCN(Cc3cnc(-c4cccc(C)c4)nc3)CC2)c1	29	10	-6	1.1	0.7	99	1	2	-2	-8
COc1ccc(NC(=S)N2CCC(N(C)CCN3CCOCC3)CC2)cc1	0	-14	-7	1.1	1	94	1.3	6	-6	-13
CCOC(=O)C1CCN(CC(=O)Nc2ccc(OC)c(Cl)c2)CC1	10	-5	-6	1.1	0.9	95	1.1	-23	23	1
c1ccc(-c2nc3ccccc3[nH]2)nc1	12	19	46	0.5	0.9	137*	2.6	85	-85	-10
CCCn1c(SCC(=O)NCCc2ccc(OC)c(OC)c2)nc2c1c(=O)n(C)c(=O)n2C	13	4	-6	1.1	0.9	100	0.92	-2	2	-8
CC1CCN(c2nc(N3CCCCC3)nc(N3CCCCC3)n2)CC1	-5	3	-6	1.1	1	101	x	16	-16	-19
C=CCn1cc(C(=O)N2CCc3ccccc3C2)c(=O)c2cc(S(=O)(=O)N(CC)CC)ccc21	-6	2	-1	1	1.1	103	0.85	-4	4	3
COC(=O)c1cc(Br)c(N)cc1OC	13	6	-10	1.1	0.9	96	1.2	-14	14	-20
Cc1nc(NCC2CCCO2)c2nnn(Cc3ccccc3Cl)c2n1 (stereo unspecified)	11	17	-4	1	0.9	100	1.1	8	-8	11
O=C(Nc1cc(C(F)(F)F)ccc1N1CCOCC1)c1cccnc1	14	-10	-1	1	0.9	102	1.1	-9	9	-2
CC(=O)Nc1ccccc1NS(=O)(=O)c1cccc([N+](=O)[O-])c1	19	12	-3	1	0.8	96	0.98	12	-12	-9
Cn1cccc1CC(=O)N/N=C\c1c2ccccc2cc2ccccc12	32	-4	-4	1	0.7	103	1	-11	11	4
COc1ccc2[nH]c(=O)c(COC(=O)c3ccco3)cc2c1	27	-41	-2	1	0.7	99	1.1	18	-18	-1
Cc1cccn2c(NCc3ccc4c(c3)OCO4)c(-c3ccc(O)cc3)nc12	18	3	-2	1	0.8	98	0.93	1	-1	0
COc1ccc(NS(=O)(=O)c2cccs2)cn1	22	-3	-5	1.1	0.8	102	1.1	22	-22	-7
COc1nc(N/N=C/c2ccccc2F)nc(N2CCCCC2)n1	6	-3	12	0.9	0.9	94	1	14	-14	4

Exported with each value named: part of the list above.
Compound: COC(=O)c1sc(C(=O)OC)c(C(=O)OC)c1C(=O)OC
  Diaph inh CS: 8; G6PDH counter: -2; FLuc inhib CS: -5; FLuc stim CS: 1; Diaphorase act: 0.9; STAT1 act: 93; NF-kB neuron act: 1.5; APP 5'UTR act: -11; APP 5UTR inh: 11; TLR4-MyD88 BLA: -6

Compound: Cc1ccccc1NC(=O)/C(=C/c1ccccc1)c1ccccc1
  Diaph inh CS: 12; G6PDH counter: 4; FLuc inhib CS: -2; FLuc stim CS: 1; Diaphorase act: 0.9; STAT1 act: 106; NF-kB neuron act: 1.1; APP 5'UTR act: -9; APP 5UTR inh: 9; TLR4-MyD88 BLA: 11

As entered above:
In FLuc inhib CS, COc1ccc2[nH]c(=O)c(COC(=O)c3ccco3)cc2c1 is listed with -2
In Diaphorase act, c1ccc(-c2nc3ccccc3[nH]2)nc1 is listed with 0.9
In TLR4-MyD88 BLA, CCOC(=O)C1CCN(CC(=O)Nc2ccc(OC)c(Cl)c2)CC1 is listed with 1
In Diaphorase act, Cn1cccc1CC(=O)N/N=C\c1c2ccccc2cc2ccccc12 is listed with 0.7
In STAT1 act, COC(=O)c1cc(Br)c(N)cc1OC is listed with 96
In G6PDH counter, CC1CCN(c2nc(N3CCCCC3)nc(N3CCCCC3)n2)CC1 is listed with 3

Continued:
SMILES	Diaph inh CS	G6PDH counter	FLuc inhib CS	FLuc stim CS	Diaphorase act	STAT1 act	NF-kB neuron act	APP 5'UTR act	APP 5UTR inh	TLR4-MyD88 BLA
O=C(C[n+]1ccccc1)N/N=C/c1ccco1	4	-3	-4	1	1	100	1.1	-3	3	1
O=C(COc1ccc2ccccc2c1)Nc1cccc(C(=O)Nc2ccccc2C(=O)O)c1	23	-18	9	0.9	0.8	97	1	0	0	-12
CSc1ccccc1NC(=O)CN(C)CC(=O)Nc1c(F)cccc1F	11	11	-5	1.1	0.9	100	1.2	-13	13	-16
CN(C)S(=O)(=O)c1ccc(Oc2ccccc2)cc1	9	-16	-4	1	0.9	97	1.1	4	-4	-2
C=CCn1c(=N)c(C(=O)OC)cc2c(=O)n3cccc(C)c3nc21	12	9	-3	1	0.9	x	x	x	x	x
Cc1ccccc1S(=O)(=O)Cc1ccc(C(=O)NCc2ccc(F)cc2)o1	5	2	-2	1	0.9	85	1.2	12	-12	-3
Cc1nc2ccc(S(=O)(=O)NC(C(=O)N3CCCC3)C(C)C)cc2s1 (stereo unspecified)	-2	4	-4	1	1	97	1.1	-13	13	-3
Cn1c(C(=O)N2CCN(C(=O)c3ccco3)CC2)cc2c(=O)n3ccccc3nc21	8	0	-3	1	0.9	108	1.6	6	-6	-3
O=C(CNC(=O)c1ccco1)Nc1ccc(F)cc1	23	6	-2	1	0.8	100	1.5	0	0	-2
COc1ccccc1NC(=S)NCc1cccnc1	-3	0	-1	1	1	98	1.2	-17	17	-7
COc1ccc(C(=O)NC(=S)Nc2ccc(Cl)c(C(=O)O)c2)cc1	20	3	4	1	0.8	111	1.2	19	-19	-1
Cc1cc(C)c(C#N)c(SCc2cn3ccccc3n2)n1	10	19	4	1	0.9	103	0.47	-1	0	-29
O=C(c1cccs1)N(Cc1nc2sc3c(c2c(=O)[nH]1)CCCC3)C1CCCC1	25	17	-5	1	0.7	97	0.89	-5	4	-9
O=C(N/N=C/c1c(-c2ccccc2)[nH]c2ccccc12)c1cccnc1	28	-5	45	0.5	0.7	107	x	32	-32	14
COc1cc2ccccc2cc1C(=O)NC(=S)Nc1cc(C(=O)O)ccc1C	10	11	-3	1	0.9	100	1.2	-13	13	-3
CCS(=O)(=O)N1CCCC(C(=O)NCCCOC(C)C)C1 (stereo unspecified)	13	10	0	1	0.9	104	1.2	8	-8	-17
COc1ccc2c(c1)-c1nc(/N=C/c3ccccc3O)sc1CC2	54*	-6	-2	1	0.5	97	0.89	13	-13	-9
CCOc1ccc2c(O)csc2c1	30	-8	-7	1.1	0.7	102	1.2	14	-14	8
Oc1csc(Cc2nc(-c3ccc4ccccc4c3)cs2)n1	6	2	5	0.9	0.9	129*	1.9	29	-29	0
CC1CCCN(C(=O)C(C)Sc2nc(-c3ccccc3)cc(C(F)(F)F)n2)C1 (stereo unspecified)	27	4	-6	1.1	0.7	97	0.73	x	x	3
CC1(C)OC(=O)C(=CNCCc2ccc(O)cc2)C(=O)O1	0	12	11	0.9	1	100	1	-11	11	9
Cc1cc(C)c2[nH]c(=O)c(CN(Cc3cccs3)C(=S)NCc3ccco3)cc2c1	10	-24	-6	1.1	0.9	96	0.88	1	-1	-9
CC(=O)c1cccc(NC(=O)Cc2coc3cc4c(cc23)CCC4)c1	16	15	-8	1.1	0.8	105	1.3	4	-4	-6
Cc1nc2c3ccccc3n(CC(=O)c3ccc(F)cc3)c(=O)n2n1	9	18	-4	1	0.9	97	0.96	x	x	-10
CN(C)C(CNc1ncnc2sccc12)c1cccs1 (stereo unspecified)	-1	-2	0	1	1	102	1	1	-1	-7
CCOC(=O)N1CCN(C(=O)C2CCN(S(=O)(=O)N3CCCC3)CC2)CC1	10	14	-3	1	0.9	105	0.95	-9	9	-17
COC(CC(=O)NNC(=S)Nc1ccccc1)OC	4	-3	-6	1.1	1	101	1.1	18	-18	0
COc1cc(/C=N/Nc2nncn2/N=C/c2ccc(O)c(OC)c2)ccc1O	9	8	96*	0	0.9	111	2.1	29	-29	-10
O=C(c1ccc(Cl)c(S(=O)(=O)N2CCOCC2)c1)N(c1ccccn1)C1CCCCC1	-3	8	-10	1.1	1	93	1.1	9	-9	6
COc1ccc(CCN(Cc2cc3ccc(C)cc3n3nnnc23)C(C)=O)cc1OC	16	6	-4	1	0.8	104	0.97	-23	23	-13
COc1ccc(C(C(=O)NCc2ccccc2)N(Cc2cccs2)C(=O)c2cnccn2)cc1 (stereo unspecified)	11	4	-7	1.1	0.9	97	0.34	6	-6	-16
CCCCCCCC(=O)N/N=C/c1ccco1	7	0	-5	1.1	0.9	105	1.1	-1	1	-4
Clc1ccc(OCc2nn3c(-c4ccncc4)nnc3s2)cc1	10	1	-7	1.1	0.9	101	0.72	2	-2	-7
O=C(Nc1cccc(F)c1)c1cc(S(=O)(=O)NCCC2=CCCCC2)ccc1F	9	-11	2	1	0.9	95	0.85	11	-11	-5
CC(C)NC(=O)CSc1nc(N)c(NC(=O)c2ccccc2F)c(=O)[nH]1	8	9	-4	1	0.9	105	1.1	3	-3	-21
NC(=O)C1CCN(C(=O)c2ccc(NC3=NC4CS(=O)(=O)CC4S3)cc2)CC1 (stereo unspecified)	14	-7	-6	1.1	0.9	105	0.97	-1	1	7
